Bim-Bcl-W: inhibitors of Bim binding to Bcl-W, primary screen, biochemical, multiplexed, bead-based flow cytometry; Bcl-2-like protein 2 (Homo sapiens), Q92843; actives 0.02% (n = 190,000); AID 952, 2007; Bim peptide-Bcl-W binding; inhibition, % at 10 µM;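 further: 0% = bound tracer without compound and 100% = peptide blocker; higher means less fluorescent Bim peptide bound to Bcl-W beads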
Target sequence (Q92843 whole entry, looked up): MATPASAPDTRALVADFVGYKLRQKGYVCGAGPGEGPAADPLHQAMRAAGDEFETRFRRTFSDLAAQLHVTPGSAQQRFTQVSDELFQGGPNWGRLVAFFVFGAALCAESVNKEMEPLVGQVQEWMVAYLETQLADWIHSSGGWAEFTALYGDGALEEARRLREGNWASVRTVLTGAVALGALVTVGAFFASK
RGS4-Gao reg: modulators of RGS4 binding to Galphao, primary screen, biochemical, multiplexed bead flow cytometry. Guanine nucleotide-binding protein G(o) subunit alpha (Homo sapiens), P09471. actives lie on both sides. binding response (% of control), % at 10 µM. actives 0.33% (n = 220,000). AID 1415, 2008; in the data active means binding response below about 49% or above about 150%; inactive means in between;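 further: fluorescent Galphao activated with aluminum fluoride binding bead-coupled RGS4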
RGS7-Gao reg: RGS7-Galphao binding modulators, primary screen, biochemical, multiplexed bead flow cytometry; actives 0.35% (n = 220,000); actives lie on both sides; AID 1439, 2008; Guanine nucleotide-binding protein G(o) subunit alpha (Homo sapiens), P09471; binding response (% of control), % at 10 µM; in the data active means binding response below about 49% or above about 150%; inconclusive means no clear call, values can overlap the other calls; inactive means in between;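 further: fluorescent Galphao held in activated GDP-AlF4 state binding bead-coupled RGS7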
Bcl-2 Bim block: inhibitors of Bim-Bcl-2 binding, primary screen, biochemical, multiplexed, human Bcl-2 family; actives 0.06% (n = 190,000); inhibition, % at 10 µM; Bead-based flow cytometry, Bim peptide-Bcl-2 binding; in the data active means inhibition above about 40%; inconclusive means no clear call, values can overlap the other calls;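 further: 0% = no compound wells with probe peptide and 100% = reference peptide inhibitor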
Mcl1 Noxa PPI: Mcl-1/Noxa binding inhibitors, primary screen, biochemical, TR-FRET, 1536-well; Induced myeloid leukemia cell differentiation protein Mcl-1 (Homo sapiens), Q07820; TR-FRET Mcl-1/Noxa peptide binding, 2 h; inhibition, % at 21.7 µM; actives 1.5% (n = 220,000); AID 1022, 2008;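 active means compounds that cut the protein-peptide binding signal by more than 50% relative to plate controls in a single-dose test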;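 further: His-tagged Mcl-1 with rhodamine Noxa BH3 peptide and terbium anti-His antibody; 0% = Mcl-1 plus Noxa peptide wells and 100% = peptide-only wells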
Target sequence (Q07820 whole entry, looked up): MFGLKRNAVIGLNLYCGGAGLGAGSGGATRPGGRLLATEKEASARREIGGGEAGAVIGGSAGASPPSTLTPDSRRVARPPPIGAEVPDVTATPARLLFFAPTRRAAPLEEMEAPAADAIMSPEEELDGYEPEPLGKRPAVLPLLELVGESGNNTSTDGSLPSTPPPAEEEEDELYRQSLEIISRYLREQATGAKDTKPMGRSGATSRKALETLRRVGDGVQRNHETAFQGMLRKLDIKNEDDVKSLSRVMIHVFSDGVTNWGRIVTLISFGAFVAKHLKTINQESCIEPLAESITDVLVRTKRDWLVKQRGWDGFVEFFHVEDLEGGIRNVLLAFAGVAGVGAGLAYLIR
Bcl-B Bim block: inhibitors of Bim-Bcl-B binding, primary screen, biochemical, multiplexed, human Bcl-2 family | inhibition, % at 10 µM | bead-based flow cytometry, Bim peptide-Bcl-B binding | actives 0.073% (n = 190,000) | AID 951, 2007;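 further: 0% = tracer peptide without compound and 100% = reference inhibitor peptide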
Target sequence (Q9HD36 whole entry, looked up): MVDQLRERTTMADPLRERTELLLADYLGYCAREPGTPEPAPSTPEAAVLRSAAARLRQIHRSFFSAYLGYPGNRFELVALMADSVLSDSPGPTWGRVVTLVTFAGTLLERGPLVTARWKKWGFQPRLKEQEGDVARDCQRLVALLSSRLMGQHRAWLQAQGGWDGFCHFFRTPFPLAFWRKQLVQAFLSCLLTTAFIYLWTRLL
Mcl1-Bid inh: Mcl-1/Bid binding inhibitors, primary screen, biochemical, TR-FRET, 1536-well. Induced myeloid leukemia cell differentiation protein Mcl-1 (Homo sapiens), Q07820. TR-FRET Mcl-1/Bid-Dy647 peptide binding. inhibition, % at 21.7 µM. actives 0.97% (n = 220,000). AID 1021, 2008;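 active means compounds that cut the binding signal by more than half at the single screening dose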;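 further: His-tagged Mcl-1 with europium anti-His antibody binding Bid BH3 peptide; 0% = Mcl-1 plus peptide wells and 100% = peptide-only wells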
RGS8-Gao reg: RGS8-Galphao binding modulators, primary screen, biochemical, multiplexed bead flow cytometry; actives 0.34% (n = 220,000); response (percent of control binding), % at 10 µM; Guanine nucleotide-binding protein G(o) subunit alpha (Homo sapiens), P09471; actives lie on both sides; in the data active means response below about 60% or above about 140%; inactive means in between;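 further: Galphao activated as the GDP aluminium fluoride complex binding bead-coupled RGS8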
Bcl-XL Bim block: inhibitors of Bim-Bcl-XL binding, primary screen, biochemical, multiplexed, bead flow cytometry, human Bcl-XL | Bcl-2-like protein 1 (Homo sapiens), Q07817 | Bim peptide-Bcl-XL binding, fluorescence | inhibition, % at 10 µM | actives 0.04% (n = 190,000)
Target sequence (Q07817 whole entry, looked up): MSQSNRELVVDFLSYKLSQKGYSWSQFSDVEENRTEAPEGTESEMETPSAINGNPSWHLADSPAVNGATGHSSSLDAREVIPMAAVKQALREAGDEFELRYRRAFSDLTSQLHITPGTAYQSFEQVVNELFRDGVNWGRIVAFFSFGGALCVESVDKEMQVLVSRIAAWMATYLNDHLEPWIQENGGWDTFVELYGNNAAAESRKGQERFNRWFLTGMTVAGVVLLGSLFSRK
Bim-Bfl-1: inhibitors of Bim binding to Bfl-1, primary screen, biochemical, multiplexed, bead-based flow cytometry. Bcl-2-related protein A1 (Homo sapiens), Q16548. Bim-Bfl-1 binding inhibition. inhibition, % at 10 µM. actives 0.12% (n = 190,000);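 further: 0% = wells without compound plus tracer and 100% = blocker peptide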
Bim-Mcl-1: inhibitors of Bim peptide binding to Mcl-1, primary screen, biochemical, bead-based flow cytometry, multiplex; Induced myeloid leukemia cell differentiation protein Mcl-1 (Homo sapiens), Q07820; Bim peptide-Mcl-1 binding; inhibition, % at 10 µM; actives 0.1% (n = 190,000); AID 1009, 2008;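 further: 0% = no compound tracer wells and 100% = peptide blocker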
* hit, by the source's call; ? = inconclusive; . = not tested or not shown. Unless noted, no stated cut-off is given here; in the data, active means inhibition above about 40%.

SMILES	Bim-Bcl-W	RGS4-Gao reg	RGS7-Gao reg	Bcl-2 Bim block	Mcl1 Noxa PPI	Bcl-B Bim block	Mcl1-Bid inh	RGS8-Gao reg	Bcl-XL Bim block	Bim-Bfl-1	Bim-Mcl-1
Cc1cccc2cc(CN(C(=O)c3cccs3)c3ccccc3)c(=O)[nH]c12	-12	99	100	-2	12	-14	-8	101	-15	-5	-22
CCn1cc(Cl)c(C(=O)NNC(=O)CCn2cc([N+](=O)[O-])cn2)n1	-3	103	108	-1	18	-5	-21	106	-6	-1	-4
CN(C)/C=C(/C(=O)c1ccc(F)cc1)S(=O)(=O)c1ccc(F)cc1	1	98	100	-3	19	0	-10	102	1	-4	0
CCC(C)NC(=O)Cn1nc([N+](=O)[O-])c(Cl)c1C (centres undefined)	-4	94	98	-10	-4	-8	3	99	-13	-14	-7
Clc1ccc(-c2nc(N3CCCCC3)nc3ccccc23)cc1	0	102	102	3	7	-22	7	101	0	2	1
COc1cc(C2C3C(=O)N(c4ccccc4)C(=O)C3ON2c2ccccc2)ccc1O (centres undefined)	0	99	100	0	-1	0	-25	99	-1	-1	-1
CC1(C)CC(=O)C(N=Nc2ccc(Cl)cc2)=C(O)C1	-3	102	106	-7	0	-8	-18	102	-6	-15	-3
O=C(NCC1CCCO1)C(c1ccc(F)cc1)N(CC1CCCO1)C(=O)c1ccc(-c2ccccc2)[nH]1 (centres undefined)	-3	99	104	-6	-2	-6	-27	103	-6	-5	-5
Cc1cc2nc(-c3ccc(SCc4ccc(C(=O)O)cc4)nc3)[nH]c2cc1C	6	92	91	6	76*	-7	-62	86	4	10	4
Cc1ccc(C)c(OCCCCCn2ccnc2)c1	0	102	102	-1	4	0	2	103	-3	-3	-5
Cc1cc[n+](-c2nc3ccccc3nc2[N-]S(=O)(=O)c2cccs2)cc1C	-5	100	103	-11	5	-7	-14	99	-13	-18	-4
C/C(=N\NC(=O)Cn1c(-c2ccccn2)nc2ccccc21)c1ccccc1	-3	95	78	-9	19	-9	-9	87	-7	-10	-7
NC(=O)COC(=O)c1cc(S(=O)(=O)N2CCOCC2)ccc1N1CCCCC1	2	74	76	0	22	0	-3	88	-1	-1	-1
Nc1nonc1C(=O)NCCNCc1cc(Br)ccc1OCc1ccc(F)cc1	0	102	102	-1	25	-1	0	103	0	-2	0
CN(CC(O)COCc1ccc2c(c1)OCO2)C1CCCCC1 (centres undefined)	-1	102	102	0	7	-4	-13	101	-1	0	-3
CCc1ccc(OCC(=O)NC(=S)Nc2ccc(F)cc2)c(Br)c1	-2	100	103	0	10	-2	-4	105	-3	0	0
CCN(CC)C(=O)C(=O)c1cn(CC(=O)NCc2ccc3c(c2)OCO3)c2ccccc12	3	101	?	1	13	-1	-16	100	2	0	0
COC(=O)C(C)Sc1ncnc2c1c(-c1ccccc1)cn2-c1ccc(OC)cc1 (centres undefined)	-6	100	100	-9	-7	-8	9	100	-8	-3	-5
CCOc1ccccc1C(=O)Nn1c(C2CCC2)nc2ccccc2c1=O	0	101	101	-5	20	-9	1	105	-5	-8	-1
CCOC(=O)C1=C(N)N(c2cc(S(=O)(=O)N3CCOCC3)ccc2Cl)C(=O)C1	0	99	100	-2	10	-3	-42	98	-1	-4	-2
CCC(C)NC(=O)c1ccccc1NC(=O)CN1C(=O)c2ccccc2S1(=O)=O (centres undefined)	-1	102	97	-10	0	-12	-19	101	-4	-10	-1
O=C(NC1CCCC1)C(c1cccs1)N(C(=O)c1ccno1)c1ccccc1 (centres undefined)	0	99	95	0	2	1	-1	99	-2	-2	0
CC1CCc2cc(F)ccc2N1C(=O)c1ccncc1 (centres undefined)	1	102	103	2	8	0	3	101	0	2	0
Cc1ccc(NC(=O)Nc2cc(-c3ccccc3)nn2C)cc1Cl	.	98	?	.	31	.	10	98	.	.	.
CCOCCn1c(CN2CCc3ccccc3C2)nc2c1c(=O)n(C)c(=O)n2C	.	95	?	.	25	.	-4	99	.	.	.
Cc1nc(Cl)sc1C(=O)Nc1cccc2ccccc12	2	100	99	3	-22	-1	-15	99	-2	2	0
NS(=O)(=O)c1ccc(-c2ccc(/C=N/Nc3ccc(C(=O)O)cc3)o2)cc1	.	91	?	.	59*	.	-83	93	.	.	.
Cc1ccnc2nc(C(=O)OCC(=O)N(CC(C)C)CC(C)C)nn12	-4	100	?	-5	-4	-9	-13	100	-7	-8	-4
Cc1occc1C(=O)NCCCCNC(=O)c1ccoc1C	-1	64	59	-10	5	-8	-17	65	-10	-13	-1
COc1ccc(NC(=O)c2ccc(COc3ccccc3OC)o2)cc1OC	3	98	94	-2	-12	0	1	88	0	0	-5
CCCCn1c(SCC(=O)Nc2nnc(C)s2)nc2c1c(=O)n(C)c(=O)n2C	1	105	99	-4	9	-1	2	100	3	-12	2
Cc1cc(C)nc(N2CCN(C(=O)CCC(=O)Nc3nnc(CC(C)C)s3)CC2)n1	.	101	?	.	21	.	-20	101	.	.	.
O=C(CC(c1ccccc1)c1ccccc1)Nc1ccc(Cl)cn1	3	97	98	-9	-9	-8	21	97	-11	-13	-2
Cc1ccc(C(=O)Nc2ccccc2C(=O)NC2CCCCC2)cc1S(=O)(=O)N1CCOCC1	-2	98	97	-13	-5	-14	0	98	-9	-16	0
COc1ccccc1NC(=O)CSc1ccc2nnc(-c3ccncc3)n2n1	1	103	108	-4	8	-1	-13	100	2	-3	0
CCN1CCN(Cc2ccc(NC(=O)c3ccc(C)c(NC(=O)c4csc(-c5ccncc5)n4)c3)cc2C(F)(F)F)CC1	.	100	?	.	15	.	-42	101	.	.	.
O=[N+]([O-])c1ccc(-c2cnc(NO)nc2)cc1	-7	91	94	-8	4	-13	-9	97	-9	-17	-7
COc1cccc(NC(=O)CN2C(=O)NC(C)(CCC(C)C)C2=O)c1 (centres undefined)	-1	100	?	0	2	-1	-15	99	-1	-1	4
NCCCC[C@H]1CN=C(N)N1CCC12CC3CC(CC(C3)C1)C2	.	106	?	.	10	.	18	104	.	.	.
CCNC(=S)N/N=C(\C)c1cccc(OC)c1	-2	100	103	-2	10	-5	-13	101	0	-3	0

The last 2 compounds of the part before are carried over, then new ones follow:
SMILES	Bim-Bcl-W	RGS4-Gao reg	RGS7-Gao reg	Bcl-2 Bim block	Mcl1 Noxa PPI	Bcl-B Bim block	Mcl1-Bid inh	RGS8-Gao reg	Bcl-XL Bim block	Bim-Bfl-1	Bim-Mcl-1
NCCCC[C@H]1CN=C(N)N1CCC12CC3CC(CC(C3)C1)C2	.	106	?	.	10	.	18	104	.	.	.
CCNC(=S)N/N=C(\C)c1cccc(OC)c1	-2	100	103	-2	10	-5	-13	101	0	-3	0
Cc1nnc(NC(=O)Cn2nc(C)c3ccccc3c2=O)s1	0	103	103	-5	20	-1	-17	103	0	-4	0
CCCc1ccc(-c2cc(NC(=O)CSc3nnc(N)s3)n(-c3ccccc3)n2)cc1	-2	98	100	-8	-13	-6	0	100	-6	-7	0
Cn1ncc(Cl)c1C(=O)N1CCN(c2ncccn2)CC1	2	99	?	-5	11	-5	-20	101	-2	-5	1
Cc1cnc(C(=O)Nc2ccccc2-n2cccc2)cn1	1	127	117	-4	2	-3	-41	106	-5	-3	-3
O=C(CCSc1nnc(-c2ccncc2)o1)Nc1ccc(Cl)cc1	-1	101	101	1	-16	-3	-20	106	-1	1	-3
O=Cc1c(-c2ccc(F)cc2)nc2ccccn12	0	100	101	0	-6	-1	2	101	-4	-4	-1
CCN(CC)C1CCCCC1NS(=O)(=O)c1ccc(Cl)cc1 (centres undefined)	1	102	98	0	-9	0	-15	100	0	0	-3
CCN(CC)S(=O)(=O)c1cccc(NC(=O)COC(=O)c2ccc(Br)o2)c1	-3	98	100	-6	-13	-3	-23	92	-19	0	-11
O=C(NCc1ccccn1)Nc1ccc(Cl)c(Cl)c1	2	105	104	-14	14	-8	-11	103	-4	-18	0
O=C(CCC(=O)c1ccc(F)cc1)OC1CCOC1=O (centres undefined)	0	102	105	1	11	1	-15	104	2	0	2
COc1ccc(CCNC(=O)c2n[nH]c(=O)c3ccccc23)cc1	-1	102	99	-1	8	-5	-22	101	-5	-2	-4
Cc1cc(C)cc(N(CC(=O)NC2CCCCCC2)S(=O)(=O)c2c(C)[nH]c(=O)[nH]c2=O)c1	.	95	?	.	9	.	-21	100	.	.	.
CCCN1C(=O)/C(=C2/C=Cc3ccccc3N2CC)SC1=S	-2	100	100	-4	7	-3	-44	100	-1	-7	-3
Cc1oc(-c2ccccc2F)nc1CN1CCC(C(=O)NCCC2=CCCCC2)CC1	0	107	107	-1	4	0	-14	106	-1	-3	-1
COCCNCC#CCOc1ccc(OC)cc1	1	92	94	0	20	-1	29	100	1	-1	-3
CCOc1ccccc1NS(=O)(=O)c1cccs1	-1	96	95	2	-7	0	-20	102	0	-1	-1
COc1ccc(C(=O)ON=C2CCN(c3ccc([N+](=O)[O-])cc3)CC2)cc1	-2	90	92	-2	-4	-4	-7	96	-1	-4	-1
CC(=O)c1c(C)[nH]c(C(=O)OCc2cccc(Cl)c2)c1C	-5	101	100	0	3	1	0	102	0	4	-4
O=C(CN1C(=O)CCC1=O)Nc1ccc(Br)cc1	0	101	100	-8	7	-7	11	105	-3	-11	-1
Cc1cnc(NC(=O)CSc2nnc(-c3ccccc3)n2Cc2ccccc2)s1	-6	100	101	-11	3	-9	-19	99	-10	-15	-5
CCOC(=O)C1(CCCc2ccccc2)CCN(C(=O)CCC2=NNC(=O)CC2)CC1	-1	102	97	0	8	-8	3	99	-2	-3	-3
O=C(CNS(=O)(=O)c1ccccc1)NCc1ccccn1	0	104	98	0	-9	-3	-30	99	2	2	0
Cc1c(NC(=S)NC(=O)C(C)(C)C)c(=O)n(-c2ccccc2)n1C	-1	95	99	-2	4	-2	-47	89	-4	-1	0
COc1ccc(/C=N/NC(=S)NC2CCS(=O)(=O)C2)cc1OC (centres undefined)	0	88	85	-6	23	-3	-50	87	-2	-10	2
NC(=O)c1ccsc1NC(=O)c1coc2ccccc2c1=O	1	86	82	0	-4	-2	-25	90	0	0	1
CCOc1cc(-c2nc3cc(C)ccn3c2NCC2CCCO2)ccc1O (centres undefined)	0	102	100	-3	7	-2	-34	101	-7	-7	-2
Cc1ccc(-n2nnnc2SC(C)C(=O)NCC(=O)Nc2ccc(F)c(F)c2F)c(C)c1 (centres undefined)	-8	97	104	-10	0	-10	-19	102	-8	-19	-5

Assay outcomes (PubChem BioAssay)
